Compound activity (PubChem BioAssay)
Tb PYK inh = blocks Trypanosoma brucei pyruvate kinase. Q57TT1. TbPYK enzyme, Kinase-Glo Plus ATP luminescence, 45 min. Potency, µM (top dose mostly 76.8 µM), inactives show top-dose activity, negative = inhibition, most hits filed as inhibitors. 0.12% of 410,000 active. AID 624173; active = well fitted inhibition curve with a large enough effect; note: nearly all actives have a fitted effect of over 50% in size
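Screened from lowest to highest concentration, compounds were pinned into TbPYK/substrate mixtures, and ADP (130 uM final) was added. Plates sat at room temperature for 45 min prior to Kinase-Glo Plus detection by luminescence.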
Numbers without * were called inactive; [ ] = remark or other dose. % is set by controls: 0 for no effect and ±100 for the full control effect; potency is the fitted concentration of half-maximal effect.

Screening COc1ccc(OCc2ccc(-c3nc(C#N)c(N4CCN(C)CC4)o3)o2)cc1 returned Tb PYK inh 0.2%.
`Cc1cc(N2CCN(C)CC2)nc2ccc(NC(=O)Nc3ccccc3Cl)cc12` gave Tb PYK inh 0.2%.
Screening CCCCCN1C(C(=O)c2ccccc2)=C(NC(=O)c2ccc(C)cc2)c2ccccc2S1(=O)=O returned Tb PYK inh 2.8%.
Screening COc1cccc(Cn2c(SCc3ccc(C(=O)N4CCC(C)CC4)cc3)nc3ccncc32)c1 returned Tb PYK inh 28.9%.
For O=S(=O)(c1cccc(Cl)c1)c1nnn2c1nc(NC1CCCC1)c1sccc12 the results were Tb PYK inh 2.7%.
`Cc1ccc2nc(NC(=O)CSc3nccn3Cc3ccc(F)cc3)sc2c1` gave Tb PYK inh 0.1%.
`C=C1/C(=C/C=C2\CCCC3(C)[C@@H]([C@H](C)/C=C/C=C/C(O)(CC)CC)CC[C@@H]23)C[C@@H](O)C[C@@H]1O` (stereo not given in full) gave Tb PYK inh -1.4%.
`CCCn1c(-c2ccc(S(=O)(=O)N3CCOCC3)cc2)csc1=Nc1ccc(OCC)cc1` gave Tb PYK inh -0.5%.
COc1cccc(CNC(=O)c2ccc(-c3nc(COc4ccccc4)c(C)o3)cc2)c1 was read as Tb PYK inh -4.6%.
For COc1cccc2c1cc1c(=O)n(CC(=O)N3CCN(c4ccc(Cl)cc4)CC3)nc(C)n12 the results were Tb PYK inh 4.1%.
Screening Fc1ccc(-c2cn3cc(Cc4ccccc4)sc3n2)cc1 returned Tb PYK inh -12.0%.
For CCN(CC)C(=O)c1ccc2c(c1)N(Cc1ccc(C(F)(F)F)cc1)C(=O)c1ccccc1S2 the results were Tb PYK inh 1.9%.
For Cc1cc(C)c(/C=C/c2onc(C)c2S(=O)(=O)N2CCC(C(=O)NCC(C)c3ccccc3)CC2)c(C)c1 (stereo not given) the results were Tb PYK inh 7.8%.
`CC1=C(C(=O)Nc2ccc(C)cc2)C(c2ccccc2Cl)n2nnnc2N1` (stereo not given) gave Tb PYK inh 2.4%.
`COc1ccc(Cl)cc1-n1c(CCC(=O)O)ccc1-c1ccc(C)cc1` gave Tb PYK inh -9.5%.
O=S(=O)(NCCc1csc2nc(-c3ccc(F)cc3)nn12)c1ccc2c(c1)OCCO2 was read as Tb PYK inh 2.7%.
For COC(=O)c1ccc2c(c1)N(CC(=O)Nc1cccc(C(F)(F)F)c1)C(=O)c1ccccc1S2 the results were Tb PYK inh 1.8%.
COc1ccc(CCNS(=O)(=O)c2c(C)nc3sc(C)cn3c2=O)cc1OC was read as Tb PYK inh -5.6%.
For Cc1ccc(S(=O)(=O)c2cn(Cc3cccc(F)c3)c3cc(N4CCCC4)c(F)cc3c2=O)cc1 the results were Tb PYK inh -9.3%.
For CCCOc1ccc(/C=C/C(=O)Nc2sc3c(c2C(=O)OCC)CCC(C)C3)cc1OC (stereo not given) the results were Tb PYK inh 2.8%.
Screening O=c1cc(-c2ccccc2)nc(SCc2nc(-c3cccc(C(F)(F)F)c3)no2)[nH]1 returned Tb PYK inh 0.6%[15.4 µM].
For Cc1ccc(CN2c3ccccc3S(=O)(=O)c3ccccc32)cc1 the results were Tb PYK inh -3.2%.
`Cc1ccc(CC(=O)Nc2c(C(=O)N3CCN(c4ccccc4)CC3)oc3ccccc23)cc1` gave Tb PYK inh -2.5%.
For COc1cc(OC)c(NC(=O)CN2C(=O)CCn3nc(-c4cccn4C)cc32)cc1Cl the results were Tb PYK inh -7.2%.
For CCOc1ccc(-c2nnc(SCC(=O)Nc3cccc(C#N)c3)o2)cc1 the results were Tb PYK inh 1.0%.
`O=C(c1ccccc1)N1CCN(CCc2ccncc2)CC1` gave Tb PYK inh 0.0%.
`Cn1c(=O)c2c(ncn2CC(=O)Nc2cccc(C(F)(F)F)c2)n(C)c1=O` gave Tb PYK inh 1.5%.
For O=C(c1ccco1)n1nc(-c2ccccc2)nc1NCc1ccc(F)cc1 the results were Tb PYK inh -6.9%.
COc1cc(OC)c(NC(=O)N2CC=C(c3c[nH]c4ccccc34)CC2)cc1Cl was read as Tb PYK inh 2.8%[15.4 µM].
CCc1ccccc1OCCSc1nnc(-c2cc(OC)c(OC)c(OC)c2)o1 was read as Tb PYK inh -8.2%.
`COc1ccc(-c2cc(C(F)(F)F)nc(SCC(=O)NCCc3ccccc3)n2)cc1OC` gave Tb PYK inh 2.6%.
For CCCCCC(=O)Nc1ccc(NC(=O)c2cc3ccccc3o2)c(OC)c1 the results were Tb PYK inh -0.6%.
Screening COc1ccc(Cl)cc1NC(=O)CN1Cc2ccccc2C1=O returned Tb PYK inh -3.5%.
COc1cc(NC(=O)CN2C(=O)C(c3ccc(C)cc3)=NC23CCCCCC3)cc(OC)c1 was read as Tb PYK inh -0.2%.
For C=Cc1ccc(Cn2c(C)c(CNCCc3ccc(OCC)cc3)c(C(=O)O)c2C)cc1 the results were Tb PYK inh 0.0%.
For Cc1cccc(N2CC(C)Cn3c2nc2c3c(=O)n(CC(=O)O)c(=O)n2C)c1 (stereo not given) the results were Tb PYK inh 8.0%.
Screening Cc1ccc(-n2c(SCCC(C)C)nc3sc4c(c3c2=O)CC(C)(C)OC4)cc1 returned Tb PYK inh 6.2%.
For Cc1ccc(-c2nc3c4ccccc4n(CC(=O)N4CCN(c5ccccc5F)CC4)c(=O)n3n2)cc1 the results were Tb PYK inh -0.1%.
`N#Cc1c(-c2ccccc2)cc(-c2ccccc2)nc1SCC(O)CS(=O)(=O)Cc1ccc(Cl)cc1` (stereo not given) gave Tb PYK inh -7.5%.
Screening COc1ccc2c(c1)c(=O)c(S(=O)(=O)c1ccc(C)c(C)c1)cn2CC(=O)Nc1ccccc1 returned Tb PYK inh 0.7%.
`O=C(COc1ccc(Cl)cc1)Nc1ccc(-c2nc3cc(Cl)ccc3o2)c(O)c1` gave Tb PYK inh 0.9%.
For Cc1ccc(CNC(=O)c2sc3nc(-c4ccccc4)cn3c2C)cc1 the results were Tb PYK inh 1.5%.
COc1cc(Cl)c(C)cc1NC(=O)c1cc2c(s1)-c1c(C)cccc1OC2 was read as Tb PYK inh -6.9%.
CCN1CCN(c2c(S(=O)(=O)c3ccc(C)c(C)c3)cnc3cc(OC)c(OC)cc23)CC1 was read as Tb PYK inh -0.4%.
For COc1ccc(CNC(=O)c2cnc(N(C)C)nc2)cc1 the results were Tb PYK inh -0.1%.
`COc1ccc(Cn2nnc3c(=O)[nH]c(C4CCN(C(=O)c5ccc(C)cc5)CC4)nc32)cc1OC` gave Tb PYK inh -2.3%.
Screening O=C(O)Cn1c(-c2cccs2)cc2cc(Cl)ccc21 returned Tb PYK inh 1.2%.
Cc1cc(N2CCCCC2)nc2ccc(NC(=O)c3cccc(F)c3)cc12 was read as Tb PYK inh 3.5%.
Screening Cc1ccc(NC(=O)c2sc3nc[nH]c(=O)c3c2C)cc1C returned Tb PYK inh -6.6%.
For Cc1ccc(CNC(=O)c2cccc(-n3cnc4cccnc43)c2)cc1 the results were Tb PYK inh 10.0%[15.4 µM].
`COc1ccccc1-c1c(C)nn2c(N3CCN(c4cccc(Cl)c4)CC3)cc(C)nc12` gave Tb PYK inh 0.3%.
For COc1ccc(OCC(=O)NCc2ccc3c(c2)CCN3C(=O)c2ccc(F)cc2)cc1 the results were Tb PYK inh 2.1%.
`O=C(Nc1onc2c1CCCC2)c1ccccc1` gave Tb PYK inh -4.8%.
COc1cccc(-c2nc3c(C#N)c[nH]n3c2NC2CCC(C)CC2)c1 (stereo not given) was read as Tb PYK inh 2.5%.
For CCOc1ccccc1NC(=O)n1ncc2cc(Cl)ccc21 the results were Tb PYK inh -1.2%.
For Cc1cc(NC(=O)CN(C)S(=O)(=O)c2ccc3c(c2)CCC(=O)N3)ccc1Br the results were Tb PYK inh 2.3%.
CCOC(=O)c1c(C)oc2ncnc(NCCc3ccccc3)c12 was read as Tb PYK inh 1.9%.
Screening Cc1cc(C)cc(Nc2nc3c(S(=O)(=O)c4cccc(Cl)c4)nnn3c3ccsc23)c1 returned Tb PYK inh 0.7%.
Screening Cc1nc2ccn(Cc3cccnc3)c(=O)c2cc1C(=O)Nc1ccc(OC(F)(F)F)cc1 returned Tb PYK inh -1.8%.
Screening COc1cc(N2C(=O)CSC23C(=O)N(Cc2cccc(F)c2)c2ccccc23)cc(OC)c1OC (stereo not given) returned Tb PYK inh 0.2%.
CCc1ccc(CNC(=O)c2cc3cc(S(=O)(=O)N4CCCCC4)ccc3n2C)cc1 was read as Tb PYK inh 0.0%.
Screening COc1cccc(C(=O)c2cn(CC(=O)Nc3cccc(C(F)(F)F)c3)c3nc(C)ccc3c2=O)c1 returned Tb PYK inh -3.4%.
Screening Cc1cc(NC(=O)c2ccc(Cl)c(Cl)c2)ccc1-c1cc2ccccc2oc1=O returned Tb PYK inh -4.0%.
COCCNC(=O)c1c(C)oc2nc(C)nc(N3CCOCC3)c12 was read as Tb PYK inh -5.2%.
`CC(C)c1nn2c(=O)cc(COC(=O)c3cccc(NC(=O)COc4ccc(F)cc4)c3)nc2s1` gave Tb PYK inh 0.8%.
Screening O=C(c1cccn1-c1nnc(N2CCCC2)s1)N1CCN(c2ccc(Cl)cc2)CC1 returned Tb PYK inh -6.9%[15.4 µM].
COc1ccc(CCNC(=O)c2cnn(-c3cccc(C)c3)c2C2CCN(C(=O)OC(C)(C)C)CC2)cc1OC was read as Tb PYK inh 4.6%[15.4 µM].
`O=C(c1cc(C(F)(F)F)cc(C(F)(F)F)c1)N1CCC2(CC1)CN(Cc1ccncc1)C2` gave Tb PYK inh 11.8%.
CC(=O)N1CCN(c2ccc(NCc3ccc(-c4ccc(Br)cc4)o3)cc2)CC1 was read as Tb PYK inh -28.3%.
For COc1ccc(Cc2nc3ccc(C(=O)NCc4ccccc4Cl)cc3o2)cc1 the results were Tb PYK inh -3.3%.
CCOC(=O)c1noc2ncn(CC(=O)Nc3ccc(F)cc3Cl)c(=O)c12 was read as Tb PYK inh 3.5%.
Screening CCOC(=O)C1CCCN(C(=O)c2cc3c(=O)n(C)c4ccccc4c3s2)C1 (stereo not given) returned Tb PYK inh 0.2%.
COc1ccc2c(c1)c1c(c(=O)n(CCc3ccccc3)c(=O)n1Cc1ccccc1)n2C was read as Tb PYK inh -11.7%.
Screening O=S(=O)(O)OCC1OC(OC2(COS(=O)(=O)O)OC(COS(=O)(=O)O)C(OS(=O)(=O)O)C2OS(=O)(=O)O)C(OS(=O)(=O)O)C(OS(=O)(=O)O)C1OS(=O)(=O)O (stereo not given) returned Tb PYK inh 0.0%.
`Cc1ccc2c(CC(=O)N3CCN(c4cccc(Cl)c4)CC3)coc2c1C` gave Tb PYK inh 2.5%.
Screening COc1ccccc1NC(=O)CSc1oc(-c2cccs2)nc1S(=O)(=O)c1ccccc1 returned Tb PYK inh 0.8%.
Cc1cc(C)c(Cn2c(=O)n(CCC(=O)NCCc3ccccc3)c(=O)c3ccccc32)c(C)c1 was read as Tb PYK inh -5.8%.
For COc1cccc(-c2nnc3n(Cc4ccc(F)cc4)c(=O)c4ccccc4n23)c1 the results were Tb PYK inh 5.2%.
For CC(=O)Nc1ccc(S(=O)(=O)N2CCC(n3c(C(F)(F)F)nc4cccnc43)CC2)cc1 the results were Tb PYK inh 1.2%.
CCc1ccccc1NC(=O)CC(C)n1nc(C)cc1C (stereo not given) was read as Tb PYK inh 2.1%.
`O=S(=O)(O)OCC1OC(COS(=O)(=O)O)(C2(OS(=O)(=O)O)OC(CO)C(OS(=O)(=O)O)C(OS(=O)(=O)O)C2OS(=O)(=O)O)C(OS(=O)(=O)O)C1OS(=O)(=O)O` (stereo not given) gave Tb PYK inh -3.3%.
`Cc1cccc2sc(N(Cc3cccnc3)C(=O)C3COc4ccccc4O3)nc12` (stereo not given) gave Tb PYK inh -2.0%.
`Cc1ccc(C(=O)Nc2nc3n(n2)C(c2ccc(F)cc2)C=C(c2ccccc2)N3)cc1` (stereo not given) gave Tb PYK inh -6.3%.
`Cc1ccc(-n2ncc(C(=O)NCCc3ccccc3)c2C2CCN(C(=O)OC(C)(C)C)CC2)c(C)c1` gave Tb PYK inh -1.1%.
Screening CC1(C)CC(=O)c2c(oc3c(Cl)cc(NS(=O)(=O)c4ccc(Cl)cc4)cc23)C1 returned Tb PYK inh 1.6%.
Cc1c(C(=O)N(Cc2ccco2)Cc2ccccc2Cl)oc2ccc(F)cc12 was read as Tb PYK inh -7.1%.
Cc1ccc(CN2C(=O)N(c3ccc(F)cc3)C(=O)C2CC(=O)Nc2ccc(Cl)cc2)cc1 (stereo not given) was read as Tb PYK inh -3.0%.
O=C(Nc1cccc(F)c1)N1CC[C@@]2(CCCN(C(=O)c3cccc(F)c3)C2)C1 was read as Tb PYK inh 2.5%.
Screening CC(=O)c1cccc(NC(=O)CSc2nnc3ccc(-c4ccc(Cl)cc4)nn23)c1 returned Tb PYK inh 0.4%.

The list is partial; count on the stated rates, not on these rows.
